# Source: PubChem BioAssay
# BioA inh – M. tuberculosis BioA enzyme inhibitors, primary screen, biochemical, plate reader, single point, HTS; purified M. tuberculosis BioA enzyme; AID 602481, 2012; hit rate 0.096% among 360,000; inhibition, % at 9.99 µM; 7,8-diaminopelargonic acid synthase BioA (Mycobacterium tuberculosis); in the data active means inhibition above about 40%
# TcdB GH inh – TcdB glycohydrolase inhibitors, primary screen, biochemical, single point, plate reader; AID 652162, 2013; hit rate 0.24% among 350,000; TcdB glycohydrolase enzymatic assay; Toxin B (Clostridioides difficile), P18177; inhibition, % at 9.99 µM; in the data active means inhibition above about 10%
# PfHsp40 rescue – rescue of yeast from PfHsp40 toxicity, primary screen, S. cerevisiae, ATP luminescence | S. cerevisiae expressing PfHsp40, growth rescue | growth rescue, % at 12.5 µM | hit rate 0.68% among 340,000; in the data active means growth rescue above about 28%, passing the limit was not always enough;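 further: yeast W303a lacking pdr1 and pdr3 grown in galactose medium; growth measured after three days at 30 °C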
# GDH-TPI inh – GDH-TPI coupling enzyme inhibitors, primary screen, artefact control for M. tuberculosis FBA inhibitor project, biochemical, absorbance, full deck; GDH-TPI coupled enzyme counterscreen, NADH absorbance; inhibition, % at 4.8 µM; AID 588335, 2011; hit rate 1.2% among 360,000; in the data active means inhibition above about 30%;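 further: 0% = DMSO wells and 100% = wells lacking the enzyme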
# UGM FP inh – M. tuberculosis UGM enzyme inhibitors, primary screen, biochemical, fluorescence polarization, single point. hit rate 0.06% among 320,000. purified UGM, fluorescence polarization probe displacement. AID 504406, 2011. inhibition, % at 10 µM; in the data active means inhibition above about 10%, passing the limit was not always enough
# Target sequence (P9WIQ1 whole entry, looked up): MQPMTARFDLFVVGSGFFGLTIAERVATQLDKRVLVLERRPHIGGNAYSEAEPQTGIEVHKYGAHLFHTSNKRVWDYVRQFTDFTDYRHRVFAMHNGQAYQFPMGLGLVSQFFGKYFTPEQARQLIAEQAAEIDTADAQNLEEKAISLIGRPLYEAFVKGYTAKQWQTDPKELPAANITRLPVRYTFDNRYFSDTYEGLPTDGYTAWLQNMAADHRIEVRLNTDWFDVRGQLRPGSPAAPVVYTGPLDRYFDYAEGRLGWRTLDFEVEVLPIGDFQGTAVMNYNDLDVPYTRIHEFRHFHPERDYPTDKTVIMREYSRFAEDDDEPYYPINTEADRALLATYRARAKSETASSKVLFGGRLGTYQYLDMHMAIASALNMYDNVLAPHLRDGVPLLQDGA
# Y pestis TopoI – Yersinia pestis topoisomerase I inhibitors, primary screen, biochemical, cleavage product accumulation, plate reader, single point; hit rate 0.064% among 360,000; DNA topoisomerase I (Yersinia pestis CO92); Y. pestis Topo-I cleavage product accumulation; activity, % at 10 µM; in the data active means activity above about 50%, passing the limit was not always enough; further: inactives centre near 2
# Mtb FBA inh – Mtb FBA enzyme inhibitors, primary screen, biochemical, fluorescence, strain H37Rv; Fructose-bisphosphate aldolase (Mycobacterium tuberculosis (strain ATCC 25618 / H37Rv)), …; purified M. tuberculosis FBA, fluorescence read-out; inhibition, % at 1 µM; hit rate 2.3% among 360,000; AID 588726, 2011; in the data active means inhibition above about 27%;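 further: 0% = vehicle and 100% = reference inhibitor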
# Target sequence (P9WQA3 whole entry, looked up): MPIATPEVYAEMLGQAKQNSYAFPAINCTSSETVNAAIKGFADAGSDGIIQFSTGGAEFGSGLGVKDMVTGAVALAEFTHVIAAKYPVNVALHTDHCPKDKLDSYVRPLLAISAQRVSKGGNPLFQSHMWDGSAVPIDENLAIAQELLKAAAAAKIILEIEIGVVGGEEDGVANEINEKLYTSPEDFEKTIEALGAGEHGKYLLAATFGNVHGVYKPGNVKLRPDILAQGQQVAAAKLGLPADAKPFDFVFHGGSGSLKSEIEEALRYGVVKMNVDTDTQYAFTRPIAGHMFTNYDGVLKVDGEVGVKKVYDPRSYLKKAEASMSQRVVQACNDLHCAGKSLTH
# BH1578 lux ind – inducers of Vibrio cholerae quorum light production without autoinducers, primary screen, BH1578 luxS cqsA deficient, single point; V. cholerae BH1578 lux reporter, luminescence, 6 h; activation, % at 18.7 µM; hit rate 0.16% among 350,000; in the data active means activation mostly above about 9.7%, no sharp cut-off; further: not every result past the cut was called active; inactives centre near 0; reference of the scale not given here
# FadD28 binding – inhibitors of FadD28 bisubstrate probe binding, primary screen, biochemical, fluorescence polarization, single point | inhibition, % at 12.5 µM | AID 588549, 2011 | Mycobacterium tuberculosis FadD28 fatty-acid-AMP ligase | hit rate 0.22% among 360,000; in the data active means inhibition above about 8.5%, passing the limit was not always enough
# * marks the source's active call; other numbers are inactive results; i = inactive; · = no result given.
SMILES,BioA inh,TcdB GH inh,PfHsp40 rescue,GDH-TPI inh,UGM FP inh,Y pestis TopoI,Mtb FBA inh,BH1578 lux ind,FadD28 binding
Cc1ccc(S(=O)(=O)NC(C)(C)CSc2nncn2C)cc1,-0.3,0.3,0.6,4.6,-0.2,32.3,1.0,i,-1.5
O=C(Nc1ccc(F)cc1)N1CCOCC1,0.9,·,-0.4,-11.2,1.0,-0.6,-2.2,3.6,-2.1
O=C(CN1C2CCCC1CC(NC(=O)c1ccco1)C2)Nc1ccccc1 (stereo not drawn),-0.8,·,-0.8,-9.2,4.2,2.8,-5.2,-0.2,-3.8
Cc1cccc(-n2c(O)c(C=NCCCN3CCOCC3)c(=O)[nH]c2=O)c1C,-0.1,·,-0.5,8.5,2.2,-3.1,-0.8,i,-0.6
CSc1cccc(NC(=O)CCCOc2ccccc2)c1,1.3,·,11.9,3.7,-3.2,2.5,-0.3,-0.5,-4.8
CCOc1ccc(-n2c(SC(C)C)nc3c(c2=O)SCC3)cc1,5.0,·,-2.1,12.7,-1.0,-16.6,-1.7,i,-3.5
COc1ccc(Cn2cc(F)c(=O)n(C)c2=O)cc1[N+](=O)[O-],·,-0.9,-1.6,10.2,0.5,-3.4,-4.3,-0.7,-1.9
NS(=O)(=O)c1ccc(CCNS(=O)(=O)c2cccc(C(=O)O)c2)cc1,-1.3,0.9,-0.9,-5.1,2.3,-0.2,-4.9,i,-2.4
N#Cc1nc(-c2ccco2)oc1NCCCN1CCOCC1,·,-0.7,-1.0,19.2,-0.1,7.2,56.1*,-0.2,0.4
COc1cc(/C=C2\C(=N)N3N=C(S(C)(=O)=O)SC3=NC2=O)ccc1OS(=O)(=O)c1ccc(C)cc1,5.9,3.8,0.9,21.9,-0.2,1.4,3.5,-0.3,-34.0
Cn1c(=O)c2c(nc(N3CCCCCC3)n2CC(=O)c2ccccc2)n(C)c1=O,-1.2,·,-1.7,5.8,0.3,9.0,2.6,-0.4,-0.6
O=C(NNC(=S)Nc1ccc(Cl)c(Cl)c1)c1cccc([N+](=O)[O-])c1,7.1,-0.4,·,14.1,-0.8,-11.8,1.3,i,3.7
COc1ccccc1-n1c(=O)c(C#N)c(-c2ccc([N+](=O)[O-])cc2)c2cc(C(=O)c3ccccc3O)cnc21,-2.3,1.8,-0.3,25.9,1.2,-9.0,-6.9,-0.4,0.3
O=C(CN(C1CCCCC1)C1CCCCC1)N1CCc2ccccc2C1,-1.1,·,0.5,5.3,-0.9,4.5,3.4,-1.0,-2.6
O=C1C2CCC(C2)C1CN1CCOCC1 (stereo not drawn),-1.1,-3.7,-1.6,4.4,·,4.3,-2.5,i,-0.8
Cc1cccc(NS(=O)(=O)c2ccc(C)c(C(=O)NNC(=O)c3csc(N4CCOCC4)n3)c2)c1,-3.9,-0.9,0.1,0.0,·,8.1,-1.1,i,-0.5
O=C(CN1CCN(S(=O)(=O)c2ccc(Cl)cc2)CC1)Nc1ccc2c(c1)CCC2,3.0,0.6,-0.3,22.2,-0.7,8.4,1.7,-0.1,-1.1
CCN1CCN(c2ncnc3sc(C(=O)Nc4ccccc4F)c(C)c23)CC1,6.6,·,0.6,28.8,0.4,5.6,0.7,i,-2.0
O=S(=O)(Nc1ccc(Br)cn1)c1ccc(Cl)s1,-1.2,0.9,3.5,-3.1,2.7,5.8,-0.2,-0.5,-3.3
COCCNc1cc(-c2ccccc2)nc2cc(-c3cccc(F)c3)nn12,0.4,1.7,4.3,2.5,-0.7,3.3,50.2*,-0.4,-1.1

# Taken from above for reference:
SMILES,BioA inh,TcdB GH inh,PfHsp40 rescue,GDH-TPI inh,UGM FP inh,Y pestis TopoI,Mtb FBA inh,BH1578 lux ind,FadD28 binding
COc1cc(/C=C2\C(=N)N3N=C(S(C)(=O)=O)SC3=NC2=O)ccc1OS(=O)(=O)c1ccc(C)cc1,5.9,3.8,0.9,21.9,-0.2,1.4,3.5,-0.3,-34.0
Cn1c(=O)c2c(nc(N3CCCCCC3)n2CC(=O)c2ccccc2)n(C)c1=O,-1.2,·,-1.7,5.8,0.3,9.0,2.6,-0.4,-0.6
O=C(NNC(=S)Nc1ccc(Cl)c(Cl)c1)c1cccc([N+](=O)[O-])c1,7.1,-0.4,·,14.1,-0.8,-11.8,1.3,i,3.7
COc1ccccc1-n1c(=O)c(C#N)c(-c2ccc([N+](=O)[O-])cc2)c2cc(C(=O)c3ccccc3O)cnc21,-2.3,1.8,-0.3,25.9,1.2,-9.0,-6.9,-0.4,0.3
O=C(CN(C1CCCCC1)C1CCCCC1)N1CCc2ccccc2C1,-1.1,·,0.5,5.3,-0.9,4.5,3.4,-1.0,-2.6
O=C1C2CCC(C2)C1CN1CCOCC1 (stereo not drawn),-1.1,-3.7,-1.6,4.4,·,4.3,-2.5,i,-0.8

# Continued.
SMILES,BioA inh,TcdB GH inh,PfHsp40 rescue,GDH-TPI inh,UGM FP inh,Y pestis TopoI,Mtb FBA inh,BH1578 lux ind,FadD28 binding
CCCN(C(=O)c1cc(CC)c(C)s1)c1c(N)n(Cc2ccccc2)c(=O)[nH]c1=O,·,0.9,-0.3,-3.8,0.1,-9.5,-0.1,i,-3.9
O=C(Nc1ccc(OCC(F)(F)C(F)F)c(C(F)(F)F)c1)c1ccccc1O,2.6,·,-1.3,3.0,3.3,-16.7,16.3,-0.3,-11.2
Cc1ccc(S(=O)(=O)c2cc3c(=O)n4cccc(C)c4nc3n(CC3CCCO3)c2=N)cc1C (stereo not drawn),·,-0.2,-1.1,-2.6,-0.6,8.2,10.7,0.6,-0.3
CNS(=O)(=O)c1cnccc1N1CCN(c2cccc(C(F)(F)F)c2)CC1,3.6,·,-0.5,0.0,0.6,2.5,0.5,-3.0,-3.1
CCc1noc(C)c1C(=O)Nc1nc(-c2ccc(NC(C)=O)cc2)cs1,1.5,-0.6,0.8,-2.8,2.5,-0.3,2.8,i,-3.0
COc1ccc(NC(=O)CCc2nnc3ccc(N4CCC(C)CC4)nn23)cc1OC,-0.2,0.7,-0.6,8.6,-2.9,16.9,0.7,-0.4,-2.7
CCOC(=O)C1=C(N)Oc2ccccc2C12C(=O)N(CC(=O)OC)C(CC(=O)OC)=C2C(=O)OC (stereo not drawn),-0.7,·,-0.6,-2.1,-1.6,-10.2,0.5,-2.2,-2.5
COCCCNC(=O)c1ccc(-c2c(C)noc2C)c2ccoc12,0.2,1.2,·,0.0,·,1.2,1.2,-0.1,-3.9
COc1cc(C2c3cc4c(c(O)c3CC3COC(=O)C32)OCO4)cc(OC)c1OC (stereo not drawn),·,0.3,-0.1,9.5,·,8.4,0.8,i,-0.5
CCCN(CCC)CCNC(=O)CN1C(=O)COc2ccc(S(=O)(=O)N3CCOCC3)cc21,-1.8,-1.4,-1.0,-2.2,-2.8,2.7,-1.2,-0.3,-2.5
CN(C)CCNc1nc2sc3c(c2c(=O)n1CCc1ccccc1)CCCCC3,0.1,·,-0.3,-0.8,-0.9,-0.1,4.6,-0.6,-3.1
Nn1c(SCC(=O)N2CCOCC2)nnc1-c1cccnc1,3.2,-0.1,1.2,-6.0,1.1,0.6,2.2,1.6,1.1
Cc1c(C(=O)NCCN(C)C)oc2ccc(S(=O)(=O)N3CCC4(CC3)OCCO4)cc12,-1.6,-2.8,1.0,4.5,0.9,-3.4,3.3,-0.2,·
CCOc1ccccc1N(CC(=O)Nc1ccccc1C(=O)NCc1ccco1)S(C)(=O)=O,-1.1,·,1.5,6.0,-1.3,-2.2,0.8,4.0,-2.5
Cc1cc(C2=NNC(=Nc3ccc(S(=O)(=O)N4CCOCC4)cc3)SC2)c(C)n1CC1CCCO1 (stereo not drawn),·,0.6,-1.0,19.8,-2.1,0.6,-3.2,-0.5,-0.7
C=CCn1c(=O)c2c(nc(-n3nc(C)cc3C)n2C)n(C)c1=O,0.6,0.9,0.1,-4.9,6.2,3.9,2.7,i,0.7
CCOc1ccc(OCCC(=O)OCC(=O)Nc2ccc3c(c2)OCCO3)cc1,·,-0.2,1.3,6.5,0.6,8.0,-0.3,2.9,-3.8
CCOc1ccc(CCNC(=O)Nc2ccccc2C)cc1OCC,-1.5,1.4,1.1,3.4,-1.4,7.2,2.5,i,0.3
Cc1ccnc(SCCn2c(N3CC(C)OC(C)C3)nc3c2c(=O)n(C)c(=O)n3C)n1 (stereo not drawn),·,1.8,0.5,3.1,-0.7,3.1,-2.8,-0.4,0.8
COc1cc(C(=S)N2CCCCC2)ccc1OCC(=O)Nc1ccc(F)cc1,-2.5,-0.1,-0.3,1.3,1.0,-7.4,5.0,-1.6,0.9
O=C(COc1cccc(Cl)c1Cl)NC1CC1,-1.0,-0.3,-1.5,7.6,0.9,4.1,5.7,i,1.8
COc1ccc(NC(=O)c2cc3ccc(O)cc3o/c2=N\O)cc1,0.3,0.5,-1.0,6.5,-0.6,4.2,-1.7,i,1.8
O=C(c1cccc([N+](=O)[O-])c1)N1CC2C3C=CC(C3)C2C1 (stereo not drawn),-1.8,-0.1,-1.5,2.5,-0.4,-1.8,4.0,-1.0,0.2
CC(=O)Nc1ccc(S(=O)(=O)NCC(=O)OCc2cc(=O)oc3ccc4ccccc4c23)cc1,·,·,0.0,12.2,2.8,-12.9,123.9*,-0.1,-0.7
C[C@H](NC(N)=O)C(=O)Nc1ccc(N2CCOCC2)c(S(=O)(=O)Nc2ccc(Cl)cc2)c1,12.3,2.5,-0.5,-4.9,·,0.7,-1.5,i,-4.3
CCOC(=O)C1CCN(S(=O)(=O)c2ccc(OC)c(OC)c2)CC1,-1.0,0.0,0.7,-4.8,1.7,-12.6,3.4,0.1,-2.0
Cc1ccc(Nc2ncnc(N)n2)cc1C,·,0.9,-2.2,4.5,0.4,-7.3,4.3,-0.3,0.4
Cc1nn(Cc2ccccc2)c2ncccc12,-4.6,0.9,-0.6,9.4,-2.4,-4.3,9.6,0.7,0.7
CN(C)CCN(C(=O)C1CCN(S(=O)(=O)c2cccs2)CC1)c1nc2ccc(F)cc2s1,0.8,-0.9,-0.7,8.7,1.3,-19.6,-1.0,-0.8,-0.6
Cn1cccc1C(=O)NC(=O)COC(=O)CNC(=O)c1ccc(Cl)cc1Cl,-0.8,·,3.1,0.0,-1.3,29.2,-0.5,-0.3,-5.0
CC(=O)N1N=C(C)CC1c1ccc(O)cc1 (stereo not drawn),-1.0,0.6,0.0,-1.6,1.0,1.2,1.5,-0.6,-1.7
Cc1cc(-c2nnc(CCC(=O)N3CCN(Cc4cccc(F)c4)CC3)o2)c(C)o1,-0.9,-1.6,0.1,-0.9,-1.8,0.3,-3.5,i,-2.2
CN1CCN(CCC(C#N)(c2ccccc2)c2ccccc2)CC1,-1.0,·,-0.5,-1.0,-1.5,-3.7,0.4,-0.2,-2.5
Cc1ccc(CNC(=O)CCCn2c(=O)c3ccccc3n(CC(=O)NCc3ccco3)c2=O)cc1,-2.8,·,-0.9,3.0,-2.7,-6.3,-1.0,-0.3,-1.1
Brc1ccc(/C=N/N2CCN(C3c4ccccc4-c4ccccc43)CC2)s1,·,·,-1.4,11.1,0.3,-6.2,-0.5,-5.3,0.6
CC(C)COc1nc2ccccc2nc1N1CCN(C)CC1,·,-0.6,-0.5,5.9,-1.2,14.7,0.2,-0.6,-3.6
O=C(CN1CCN(CCOCCO)CC1)N1c2ccccc2Sc2ccc(Cl)cc21,1.7,·,-0.2,-14.2,-3.5,0.6,3.4,1.0,-1.6
CN(C)c1ccc(NC(=O)COC(=O)CCC(=O)c2ccc(F)cc2)cc1,-0.5,·,0.8,-7.0,-1.2,3.1,-0.2,-6.2,-2.2
CCCS(=O)(=O)N1CCN=C1SCc1cccc(C)c1,4.6,·,-0.2,-2.5,0.4,2.0,-0.4,-0.5,-2.8
CCN(CC)C(=O)C1CCCN(c2ccc([N+](=O)[O-])cc2)C1 (stereo not drawn),·,-7.1,-2.0,3.1,2.2,3.4,-14.6,1.6,-0.4
